p53ts 39C kill: cytotoxicity in p53ts cells at nonpermissive temperature. H1299-p53A138V viability at 39C, ATP luminescence, 24 h. Potency, µM (series often up to 46.1 µM), for inactives: at the highest dose activity change, negative = cell killing, actives largely listed as cytotoxic. 130,000 tested, 1.5% active. AID 902; further: nearly all actives have a fitted effect of over 55% in size
Peg3 imprint: genomic imprint erasure induction; mouse ES Peg3-LacZ reporter, beta-gal luminescence, 40 h; Potency, µM (titrated, usually from 60.7 µM), for inactives: top-dose activity change, positive = activation, usual class: activators; 110,000 tested, 0.02% active; AID 1948;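 further: 0% = negative control wells on the plate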
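Readout: BetaGlo luminescence (5 min, room temp) for LacZ from the normally silent maternal Peg3 allele in female Peg3LacZ-Neo ES cells. Cells 300/well, 40 h, 37C, 5% CO2. Data normalized per plate to negative controls.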
IkB sig inh: inhibitors of IkB signaling in ABC-DLBCL cells | Potency, µM (doses to about 57.1 µM), without a hit: at the top dose IkBa stabilization activation | 110,000 tested, 0.04% active | AID 445 | ABC-DLBCL IkBa-CBG/CBR dual luciferase ratio, 4 h; response scale: scaled: untreated 0%, proteasome inhibitor 100%; active means well fitted curve in the direction sought with a large enough effect in the signal ratio, not every such curve was filed as active; inconclusive means small, poorly fitted or top-dose-only effect, or a change in a side signal; the % refers to the signal ratio;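 further: the direction sought is a rising ratio; 0% = basal untreated cells and 100% = reference inhibitor full response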
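Curves were fitted separately to fusion (green), unfused (red) and ratio luminescence, then classed by r2, magnitude and activity. Cells: OCI-Ly3, 4 h compound plus doxycycline at 37C; 10 uM MG-132 defined full response.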
p53ts 32C tox: kills p53ts cells at the permissive temperature; H1299-p53A138V at 32C, ATP luminescence viability, 24 h; Potency, µM (series often up to 46.1 µM), for the others: top-dose activity change, negative = cytotoxicity, usual class: cytotoxic; 130,000 tested, 0.93% active;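 further: 0% = DMSO and -100% = full killing by reference compound; nearly all actives have a fitted effect of over 55% in size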
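Viability by ATPlite luminescence after 24 h compound treatment (up to 46 uM) at the permissive 32C. Cells are H1299 carrying p53 A138V. Scale runs from DMSO basal to 100 uM tamoxifen as full kill; AC50 from Hill fits.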
An asterisk follows results filed as active; ? = inconclusive; / = not tested or not shown; & = joins results of further samples; [ ] = remark or other dose. Unless noted, the call rests on the fitted dose curve; in most records, active means well fitted curve in the direction sought with a large enough effect; inconclusive means small, poorly fitted or top-dose-only effect, or another doubt; inactive means no such curve, though single readings can be large; an effect the other way counts as inactive or inconclusive. Unless noted, on the % scale 0 is the no-effect control and ±100 the full control effect; potency means the concentration at half of the fitted maximal effect. An excerpt; count on the stated rates, not on these rows.

SMILES | p53ts 39C kill | Peg3 imprint | IkB sig inh | p53ts 32C tox
CCC(=NCC1CCCO1)c1c(O)n(Cc2ccccc2)c(=O)[nH]c1=O (stereo not given) | 13% | -13% | -2.7% | 6%
c1cnc(N2CCC3(CCNCC3)CC2)nc1 | -4% | / | 1.7%[11.4 µM] | 5%
CN(C)CCCc1cccnc1 | 4%[9.22 µM] | -6%[10.9 µM] | 1.0%[11.4 µM] | 6%[9.22 µM]
O=C(C1CC(=O)N(c2ccc(F)c(Cl)c2)C1)N1CCC2(CC1)OCCO2 (stereo not given) | 0% | 6% | 1.0% | -4%
Cc1nc(-c2ccc(-c3ccc(C(=O)N4CCc5cc6c(cc54)C4(CCN(C)CC4)CO6)cc3)c(C)c2)no1 | 10µM* | -36%&-25%[inhibitor] | ? | 16µM*
CCCCn1c(=O)c(C(=O)Nc2nc3ccccc3[nH]2)c(O)c2ccccc21 | -4% | -9% | ? | -3%
CC[C@H](CO)NC(=O)[C@@H]1C=C2c3cccc4[nH]cc(c34)C[C@@H]2N(C)C1 | 4% | / | 1.6% | -6%
COC(=O)N(c1ccccc1)P1(=S)OCCO1 | 27% | 0% | 1.0% | -3%
C[C@@H]1O[C@@H](O[C@H]2C[C@@H](O)[C@]3(CO)[C@@H]4[C@@H](O)C[C@]5(C)[C@H]([C@@H]6COC(=O)C6)CC[C@@]5(O)[C@H]4CC[C@@]3(O)C2)[C@H](O)[C@H](O)[C@@H]1O | ? | / | -5.1% | ?
CC1=CC(=C2C(=O)NC(=O)NC2=O)C=C(C(F)(F)F)N1C(C)C | 8% | 0% | -4.5% | 0%
C=C(CC1(CNP(=O)(c2ccccc2)c2ccccc2)CC1)c1ccccc1 | 6% | -6% | / | 11%
O=C(Cc1ccccc1)N1CCN(Cc2ccccn2)CC1 | 21% | 11% | -1.8% | 4%
Cc1ccc(Cn2cccc(C(=O)Nc3nnc(C)s3)c2=O)cc1 | -13% | 13%[10.9 µM] | ? | -3%
O=C(Cn1c(=O)n(CC2CCC(C(=O)NCCc3ccccc3)CC2)c(=O)c2ccccc21)Nc1cccc(F)c1 (stereo not given) | ? | -10%[10.9 µM] | 3.5% | ?
Cn1cc(/C=C/c2nc3ccccc3c(=O)n2-c2ccccc2)c2ccccc21 | 2% | -14%[10.9 µM] | ? | -13%
COc1ccc(-n2c(/C=C\c3ccccc3F)nc3ccccc3c2=O)cc1OC | ? | 3%[10.9 µM] | 2.7% | 6%
O=P(c1ccccc1)(c1ccccc1)N1CC2(CC2)CC(O)(c2ccccc2)C1 (stereo not given) | -5% | -7% | / | 13%
CCN1CCN(C(=O)COc2cc(=O)n(CC)c3ccccc23)CC1 | -16% | -7% | 5.9% | -6%
c1ccc2sc(C3(N4CCCCC4)CCCCC3)cc2c1 | -14%&5% | -17%&-15% | 0.6%&0.5% | -8%&14%
COc1ccc(CCNC(=O)c2c(N)n(CCN3CCOCC3)c3nc4ccccc4nc23)cc1 | -25% | -32%[inhibitor] | -2.2% | ?
CC(c1ccccc1F)n1cc(C(=O)Nc2ccc3nc[nH]c3c2)nn1 (stereo not given) | -13% | -9% | 0.2% | 1%
C=CCn1c(O)c(C(CC)=Nc2cc(OC)ccc2OC)c(=O)[nH]c1=O | 6% | -15% | 0.5% | 9%
CCOC(=O)CSc1ncnc2c1cnn2-c1ccccc1 | -8% | -67%[inhibitor] | -1.4% | -20%
CCCCCC[C@H]1C(=O)O[C@H](C)[C@H](NC(=O)c2cccc(NC=O)c2O)C(=O)O[C@@H](C)[C@@H]1OC(=O)CC(C)C | 23% | -19% | / | 14%
CCC(=O)Nc1ccc(Cl)c(Cl)c1 | -4% | -26% | / | -1%
O=C1OC(=O)C2C3CCC(O3)C12 (stereo not given) | 0%&7% | -27%&-18%&-27% | / | 14%&21%
c1ccc(NNc2ccccc2)cc1 | -5% | 1% | -3.6% | -15%[1.84 µM]
CC(C)CC12CN3CCN(CC(C3)/C1=N/O)C2 | 14% | -4% | 2.3% | 3%
Cc1noc(C(=O)Nc2sc3c(c2C#N)CCC3)c1Cl | ? | -68%[inhibitor] | -0.4% | ?
O=C1CN(C(=O)CN2CCCCC2)C(c2ccccc2)c2cc(Br)ccc2N1 (stereo not given) | ? | -39%[inhibitor] | ? | ?

Reformatted with values under each structure: five of the compounds above
Every second line gives: p53ts 39C kill	Peg3 imprint	IkB sig inh	p53ts 32C tox
CCC(=NCC1CCCO1)c1c(O)n(Cc2ccccc2)c(=O)[nH]c1=O (stereo not given)
→ 13%	-13%	-2.7%	6%
c1cnc(N2CCC3(CCNCC3)CC2)nc1
→ -4%	/	1.7%[11.4 µM]	5%
CN(C)CCCc1cccnc1
→ 4%[9.22 µM]	-6%[10.9 µM]	1.0%[11.4 µM]	6%[9.22 µM]
O=C(C1CC(=O)N(c2ccc(F)c(Cl)c2)C1)N1CCC2(CC1)OCCO2 (stereo not given)
→ 0%	6%	1.0%	-4%
Cc1nc(-c2ccc(-c3ccc(C(=O)N4CCc5cc6c(cc54)C4(CCN(C)CC4)CO6)cc3)c(C)c2)no1
→ 10µM*	-36%&-25%[inhibitor]	?	16µM*

(cont.)
SMILES | p53ts 39C kill | Peg3 imprint | IkB sig inh | p53ts 32C tox
COCCN(CCOC)S(=O)(=O)c1ccc(C(=O)Nc2sc3c(c2C(N)=O)CCCC3)cc1 | 42%[activator] | -11%[10.9 µM] | -0.5% | 1%
COc1ccc(C(CC(=O)N2CCC3(CC2)OCCO3)NS(=O)(=O)c2ccc(F)cc2)cc1 (stereo not given) | -4% | -6% | 0.3% | -9%
c1coc(CNc2ncnc3nc[nH]c23)c1 | ? | -79%&-5%&-24%[inhibitor] | -2.7% | 11%
Oc1ccccc1-c1ccccc1 | 3% | 2% | 0.3% | 14%[1.84 µM]
O=C(c1cccs1)N1C2CCC1CC(O)(c1cccnc1)C2 (stereo not given) | -2% | -8% | -0.4% | -1%
CN(C)Cc1c[nH]c2ccccc12 | -18% | 8% | -0.4%[11.4 µM] | -1%
O=[N+]([O-])O[C@H]1CO[C@H]2[C@H]1OC[C@@H]2O[N+](=O)[O-] | 11%[20.6 µM] | -10%[16.8 µM] | -1.1%[25.6 µM] | -8%[20.6 µM]
COc1ccc(OC)c(C(c2c(O)c3ccccc3oc2=O)c2c(C)n(C)n(-c3ccccc3)c2=O)c1 (stereo not given) | 19% | 14%[10.9 µM] | ? | 7%
c1ccc(C(OCCN2CCNCC2)c2ccccc2)cc1 | -18% | -24% | 0.4% | -5%
CCOC(=O)C1(c2ccccc2)CCN(Cc2cccc(C(=O)O)c2)CC1 | -1% | 8% | 0.1% | 0%
Cc1ccc(N=CN(C)C=Nc2ccc(C)cc2C)c(C)c1 | 12% | -9% | / | 12%
Oc1cc2c(cc1O)[C@H]1c3ccccc3CN[C@@H]1CC2 | ? | / | -7.7% | 15%
CCCn1c(C)c(C(=O)c2cccc3ccccc23)c2ccccc21 | -23% | -22% | ? | -7%
COC[C@]12CN(C=O)C3C4C(OC)C1[C@@]3(C1CC3(O)C(OC)C(O)C4(OC(C)=O)C1C3OC(=O)c1ccccc1)[C@@H](OC)CC2O (stereo not given in full) | 5% | ? | / | -5%
Cc1ccc(N)cc1C | 2% | 7% | 2.4% | -6%[1.84 µM]
CC(C1OC(C)(C)C(O)C1O)C1CC[C@@]2(C)C3=CCC4C(C)(C)C(=O)CC[C@]4(C)C3CC[C@@]12C (stereo not given in full) | ? | -22% | / | 16%
Cc1cn2c(=O)cc(COC(=O)c3ccccc3F)nc2s1 | ? | -6%[10.9 µM] | ? | -3%
Cc1ccccc1C1=NCC(=S)Nc2ccc(Cl)cc21 | -6% | / | / | -13%
CCOC(=O)c1ccc(NC(=O)c2cccn(Cc3ccc(C)cc3)c2=O)cc1 | 16% | -11%[10.9 µM] | -2.6% | -10%
C[C@H](N[C@@H](C)CCc1ccccc1)[C@H](O)c1ccc(O)cc1 | 11% | / | 2.4% | 24%
COc1ccc2c(c1)/C(=C/c1cnc[nH]1)C(=O)N2 | 65%[activator] | -34%[inhibitor] | / | 93%[activator]
O=[N+]([O-])OC1CO[C@H]2C(O[N+](=O)[O-])COC12 (stereo not given in full) | -1% | 10% | / | 10%
OCC(O)Cc1ccc2c(c1)OCO2 (stereo not given) | 9% | 0% | / | 8%
CCCN(CCC)C1Cc2cc(OC)c(OC)cc2C1 | -5%&18% | 15%&0% | 0.5%&11% | -6%&6%
CNC(=O)O/N=C/C(C)(C)S(C)=O (stereo not given) | 6% | -3% | 3.7% | 4%[1.84 µM]
C[C@H](N)Cc1cnc[nH]1 | 2%&7% | 4% | 0.1%&1.0% | 4%&9%
COc1cc2cc(c1Cl)N(C)C(=O)C[C@H](OC(=O)C(C)C)[C@]1(C)O[C@@H]1[C@@H](C)[C@H]1C[C@](O)(NC(=O)O1)[C@@H](OC)/C=C\C=C(\C)C2 | -5%[9.22 µM] | -30%[10.9 µM] | ? | 9%[9.22 µM]
C=CCN1C[C@@H](C)N([C@H](c2ccc(C(=O)N(CC)CC)cc2)c2cccc(OC)c2)C[C@H]1C | 15% | / | -7.1% | -5%
COC(C)(C)CCCC(C)C/C=C/C(C)=C/C(=O)OC(C)C (stereo not given) | -11% | 2%&-12% | ? | -8%[1.84 µM]
CC1=CC(=O)c2c(O)cccc2C1=O | 10µM* | -36%&-38%[inhibitor] | / | 6.3µM*
CC(C)(C)NC[C@H](O)c1ccccc1Cl | -9% | / | -1.8% | -6%
Cc1ccc(-c2nc3ccc(C)cn3c2CC(=O)N(C)C)cc1 | -9% | -15% | / | -11%
C[C@@H]1NCCc2cc(O)c(O)cc21 | 9%[20.6 µM] | -8%[16.8 µM] | -0.1%[25.6 µM] | -6%[20.6 µM]
CC(C)CC(=O)C[C@H](O)C(Cl)(Cl)Cl | 10%[9.22 µM] | ? | -0.6%[11.4 µM] | 1%[9.22 µM]
CC(C)(C)c1o[nH]c(=O)c1C[C@H](N)C(=O)O | -4%&-6% | -8% | 0.9%&-5.6% | -4%&11%
CCOc1ccccc1N1C(=O)NC(=O)C(CCc2ccncc2)(CCc2ccncc2)C1=O | 7% | / | / | 4%
O=C1NC(=O)[C@]2(Cc3ccccc3N3CCN(c4ccccc4)CC32)C(=O)N1c1ccccc1 (stereo not given in full) | 1% | -15% | ? | 9%
COc1cccc(NC(=O)Cn2cc(C(=O)c3ccccc3)c3ccccc32)c1 | -10% | -10%[10.9 µM] | ? | 7%
COc1ccc(Cl)cc1NC(=O)c1sc2nc3c(cc2c1N)N1CCC3CC1 | -21% | -13%[10.9 µM] | -0.4% | 3%
Cc1ccc(CCNC(=O)c2cc3cc(S(=O)(=O)N4CCCCC4)ccc3n2C)cc1 | ? | -16%[10.9 µM] | ? | 7%
COC(=O)C(O)(c1ccc(N(C)S(=O)(=O)c2ccccc2)cc1)C(F)(F)F (stereo not given) | 3% | 1% | -3.3% | -4%
O=P(O)(O)CCP(=O)(O)O | 8%[9.22 µM] | 5%[10.9 µM] | 0.1%[11.4 µM] | 3%[9.22 µM]
C=CC1CN2CCC1CC2C(O)c1ccnc2ccccc12 (stereo not given) | 7%&5% | -4%&-20% | / | 4%&-11%
COC(=O)c1c(C)n(Cc2ccc3c(c2)OCO3)c2ccc(O)cc12 | 4% | -18% | ? | 9%
C1CCC2CCCCC2C1 (stereo not given) | -15% | 0% | 0.1% | 7%[1.84 µM]
CN1C2CC3CC1C(O3)C2O (stereo not given) | 9% | 8% | / | 0%
N[C@H](Cc1c[nH]c2ccccc12)P(=O)(O)O | 3%[9.22 µM] | 0.63µM* | -0.2%[11.4 µM] | -1%[9.22 µM]
Clc1cccc(N2CCNCC2)c1 | ? | -48%[inhibitor] | 0.6%&-5.8% | -25%&-7%
Cc1cc(CN(C)C)c(OC(=O)N(C)C)cc1C | 5% | -2% | -1.0% | 0%
CCC(COC(=O)c1cc(OC)c(OC)c(OC)c1)(c1ccccc1)N(C)C (stereo not given) | -10% | -17% | / | -13%
C=CCSSCC=C | -2% | 0% | / | -1%
CC(C)(C)c1ccc(OCC(=O)Nc2ccc(Cl)cc2C(=O)c2ccccc2)cc1 | -14% | -13%[10.9 µM] | 4.3% | 8%
Cc1cc(NC(=O)COC(=O)c2c(C)nn(Cc3ccccc3Cl)c2Cl)no1 | -1% | 5% | 0.7% | 8%
Cc1nnc2ccc(N3CCN(C)CC3)nn12 | 0% | -1% | 4.3% | 1%
